Menin-MLL TR inh – inhibitors of human menin-MLL interaction, mutant MLL peptide. O00255. Menin + Texas Red MLL mutant peptide, fluorescence polarization. Potency, µM (titrated, usually from 61.6 µM), inactives show at the top dose FP activity change, negative = inhibition, most hits filed as inhibitors. 270,000 tested, 0.23% active; active means well fitted inhibition curve with a large enough effect in the polarisation, with a control signal flat, not every such curve was filed as active; inconclusive means small, poorly fitted or top-dose-only effect, or effect the other way, or a change in a side signal; inactive means no such curve, though single readings can be large or run the other way; the % refers to the polarisation; further: potency means the concentration at half of the fitted maximal effect; % of control where 0% means no effect; many of its hits are not listed in these tables
MBNL1-CUG inh – MBNL1-poly(CUG) RNA binding inhibition; 280,000 tested, 0.036% active; AID 2675; Potency, µM (titrated, usually from 57.5 µM), without a hit: at the top dose activity change, negative = inhibition, most hits filed as inhibitors; TR-FRET MBNL1-His/biotin-(CUG)12 binding, 665/545 ratio; Q9NR56; active means well fitted inhibition curve with a large enough effect in the signal ratio, with a control signal flat, not every such curve was filed as active; inconclusive means small, poorly fitted or top-dose-only effect, or effect the other way, or a change in a side signal; inactive means no such curve, though single readings can be large or run the other way; the % refers to the signal ratio; further: potency means the concentration at half of the fitted maximal effect; on the % scale 0 is the no-effect control and ±100 the full control effect
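His-tagged MBNL1 binding to biotinylated (CUG)12 RNA was measured by TR-FRET using terbium anti-His antibody (0.055 ng/ul final) and streptavidin-XL665 (5 nM final). Compounds were titrated 92 nM to 58 uM; 60 min at room temperature.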
KCNH2 3.1 block – blocks the human KCNH2 3.1 channel isoform; U2OS KCNH2 3.1, thallium flux FluxOr; hits give low values; activity change, % (tested at about 1.8 µM); 340,000 tested, 0.95% active;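 active means maximum activity change below -70%; inconclusive means maximum activity change from -70% to -50%; inactive means maximum activity change above -50%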;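 further: thallium influx rate constant from kinetic fluorescence after stimulation buffer; on the % scale 0 is the no-effect control and ±100 the full control effect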
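We transduce U2OS cells with the mutant 3.1 virus, culture them overnight, load FluxOr with Red40 quencher for 45 min, then add stimulation buffer and read kinetically for 2 min to derive a normalized rate constant.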
PKM2 activator – increases activity of human pyruvate kinase M2; P14618; purified PKM2, Kinase-Glo ATP luminescence, activation; response scale: 0% is enzyme alone, no compound; Potency, µM (highest dose often 57.5 µM), for inactives: at the top dose activation, hits mostly activators; 260,000 tested, 0.34% active; AID 1631; further: potency means the concentration at half of the fitted maximal effect; on the % scale 0 is the no-effect control and ±100 the full control effect; nearly all actives have a fitted effect of over 55% in size
Target sequence (P14618 whole entry, looked up): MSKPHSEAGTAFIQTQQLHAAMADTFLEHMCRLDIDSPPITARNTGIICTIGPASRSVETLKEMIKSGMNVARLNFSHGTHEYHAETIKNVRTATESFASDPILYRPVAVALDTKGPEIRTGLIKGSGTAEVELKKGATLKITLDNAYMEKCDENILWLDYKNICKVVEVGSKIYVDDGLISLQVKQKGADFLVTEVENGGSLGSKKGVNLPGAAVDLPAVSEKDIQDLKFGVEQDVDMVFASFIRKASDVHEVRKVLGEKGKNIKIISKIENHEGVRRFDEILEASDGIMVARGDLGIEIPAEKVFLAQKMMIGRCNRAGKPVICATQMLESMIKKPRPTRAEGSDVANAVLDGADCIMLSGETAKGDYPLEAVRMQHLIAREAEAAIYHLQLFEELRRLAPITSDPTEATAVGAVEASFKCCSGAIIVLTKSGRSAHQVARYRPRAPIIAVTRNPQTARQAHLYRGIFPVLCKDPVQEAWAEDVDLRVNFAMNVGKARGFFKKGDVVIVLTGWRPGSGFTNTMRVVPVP
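ATP formation by purified human PK-M2, quantified via coupled luciferase luminescence after 1 h at room temperature with 0.1 mM ADP and 0.5 mM PEP final.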
FLuc counter – firefly luciferase modulation, counter-screen for miR-21 project; P08659; 360,000 tested, 6.9% active; AID 588342; purified FLuc, Km substrates, luminescence inhibition; Potency, µM (top dose mostly 57.5 µM), without a hit: at the top dose activity change, negative = inhibition, most hits filed as inhibitors;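 further: potency means the concentration at half of the fitted maximal effect; plate controls were vehicle for no effect and reference inhibitor for full effect; nearly all actives have a fitted effect of over 55% in size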
Target sequence (P08659 whole entry, looked up): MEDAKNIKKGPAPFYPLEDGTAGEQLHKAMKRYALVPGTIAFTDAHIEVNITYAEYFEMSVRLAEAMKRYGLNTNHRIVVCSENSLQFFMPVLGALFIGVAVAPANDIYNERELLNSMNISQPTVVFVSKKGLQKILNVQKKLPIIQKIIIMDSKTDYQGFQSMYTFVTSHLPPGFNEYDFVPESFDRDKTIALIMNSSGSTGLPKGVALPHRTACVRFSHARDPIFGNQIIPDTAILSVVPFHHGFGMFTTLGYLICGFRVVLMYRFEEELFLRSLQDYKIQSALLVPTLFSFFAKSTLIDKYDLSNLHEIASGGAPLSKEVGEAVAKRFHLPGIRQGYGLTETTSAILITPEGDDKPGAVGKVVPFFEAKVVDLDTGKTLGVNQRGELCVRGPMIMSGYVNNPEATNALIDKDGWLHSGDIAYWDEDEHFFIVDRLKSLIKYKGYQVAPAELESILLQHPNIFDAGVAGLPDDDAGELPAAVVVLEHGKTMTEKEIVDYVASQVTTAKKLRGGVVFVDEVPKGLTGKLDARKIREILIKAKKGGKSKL
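Purified P. pyralis luciferase (10nM final) with 10uM D-luciferin and 10uM ATP (Km levels) in 50mM Tris acetate pH 7.5, 10mM Mg acetate, 0.01% Tween-20, 0.05% BSA; qHTS 6-point titration, ~60 µM downward; luminescence read.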
RORg inh – inhibitors of mouse ROR gamma transcriptional activity | AID 2551 | Drosophila S2 Gal4-RORgamma UAS-luciferase reporter, 20 h | Potency, µM (series often up to 53.6 µM), for inactives: at the highest dose activity change, negative = inhibition, hits mostly inhibitors | 310,000 tested, 5.4% active; further: potency means the concentration at half of the fitted maximal effect; on the % scale 0 is the no-effect control and ±100 the full control effect; nearly all actives have a fitted effect of over 60% in size
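Stably transfected Drosophila Schneider cells are the test system, with ROR gamma fused to Gal4 and luciferase under UAS control; luminescence is read after 20 hr of 700 uM copper sulfate induction at ambient temperature.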
NPC1 prom act – NPC1 promoter activation. Huh7 NPC1 promoter luciferase reporter, 24 h. Potency, µM (series often up to 9.22 µM), without a hit: at the top dose activation, usual class: activators. 320,000 tested, 2.4% active. AID 485313;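 further: potency means the concentration at half of the fitted maximal effect; % of control where 0% means no effect; nearly all actives have a fitted effect of over 60% in size; reporter is driven by a mutant NPC1 promoter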
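In 1536-well qHTS, Huh7 cells harboring an NPC1 promoter–luciferase construct received compound for 24 h; activation was quantified by luminescence following luciferase reagent addition.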
Rab9 prom act – Rab9 promoter activation; Huh7 Rab9 promoter-luciferase reporter, luminescence, 24 h; Potency, µM (series often up to 9.22 µM), without a hit: top-dose activation, negative = inhibition, most hits filed as activators; 320,000 tested, 2.8% active; AID 485297; further: potency means the concentration at half of the fitted maximal effect; % of control where 0% means no effect; nearly all actives have a fitted effect of over 60% in size
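Quantitative HTS format; Huh7 Rab9-luciferase reporter cells (1500/well) receive compound 2 h post-plating, incubate 24 h at 37 °C, then get luciferase reagent for 10 min before luminescence reading.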
VP16 counter – Gal4-VP16 reporter inhibition counter-screen; Drosophila S2 Gal4-VP16 UAS-luciferase, luminescence, 20 h; Potency, µM (highest dose often 53.6 µM), for inactives: top-dose activity, negative = inhibition, most hits filed as inhibitors; 310,000 tested, 3.5% active; AID 2546;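 further: Gal4-VP16 expression switched on by copper sulfate through the metallothionein promoter; potency means the concentration at half of the fitted maximal effect; on the % scale 0 is the no-effect control and ±100 the full control effect; nearly all actives have a fitted effect of over 50% in size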
ELG1 DNA repair – inhibitors of ELG1-dependent DNA repair in HEK293T cells | HEK293T ELG1-luciferase reporter, luminescence, 16 h; DNA damage induced by 5-fluorouridine | Potency, µM (titrated, usually from 46.1 µM), for inactives: at the top dose activity change, negative = inhibition, usual class: inhibitors | 330,000 tested, 2.3% active; further: potency means the concentration at half of the fitted maximal effect; on the % scale 0 is the no-effect control and ±100 the full control effect; nearly all actives have a fitted effect of over 55% in size
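Reporter activity after DNA damage by 5-fluorouridine is monitored. Compound-treated cells incubate 16 hr at 37 °C, then ONE-Glo is added for 30 min before luminescence reading.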
Mito fusion act – blocks mitochondrial division or promotes mitochondrial fusion; S. cerevisiae fusion-defective mutant growth rescue, CellTiterGlo 48 h; Potency, µM (titrated, usually from 46.1 µM), without a hit: at the top dose growth rescue (activation), actives largely listed as activators; 320,000 tested, 0.23% active; AID 485298;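 further: potency means the concentration at half of the fitted maximal effect; % of control where 0% means no effect; nearly all actives have a fitted effect of over 45% in size; temperature-sensitive fusion mutants such as fzo1-1 at 37 °C on non-fermentable ethanol glycerol medium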
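S. cerevisiae fusion-defective temperature-sensitive mutants (e.g. fzo1-1, mgm1-5) grown 48 h at 37C in YPEG (ethanol/glycerol non-fermentable) medium with 23 nl compound per well; growth rescue read as CellTiterGlo luminescence.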
The depositor's hits bear a star; ? = inconclusive; . = no result given; & = joins results of further samples; [ ] = dose if it differs, or a comment. Unless noted, the call rests on the fitted dose curve; in most records, active means well fitted curve in the direction sought with a large enough effect; inconclusive means small, poorly fitted or top-dose-only effect, or another doubt; inactive means no such curve, though single readings can be large; an effect the other way counts as inactive or inconclusive. An excerpt (hit frequency here may not be typical).

1	O=C(Nc1cccc(-c2cnc3ccccc3n2)c1)c1ccccc1
2	O=c1c2ccccc2ncn1CCOCCOc1cccc(Br)c1
3	c1cc2c3c(cccc3c1)C(N1CCCCC1)=N2
4	Cc1cccc(C(CC(=O)O)n2cccc2)c1 (stereo not given)
5	COc1ccc(S(=O)(=O)N(C)CC(=O)Nc2ccccc2C(F)(F)F)cc1Cl
6	COC(=O)C1C(=O)C2=C(CC1C)Nc1ccccc1NC2c1ccc(C)s1 (stereo not given)

Compound,1,2,3,4,5,6
Rab9 prom act,17%,-1%,0%,-4%,2%,-2%
FLuc counter,-13%,-1%,?,1%,5%,1%
NPC1 prom act,4%,1%,3%,-2%,0%,-4%
VP16 counter,?,0%,0%,-6%,-6%,3%
PKM2 activator,6%,-3%,-4%,0%,-2%,-7%
Mito fusion act,-2%,9%,-1%,-1%,-2%,3%
KCNH2 3.1 block,12,-6,-4,-13,-7,5
RORg inh,?,28%,?,1%,4%,6%
Menin-MLL TR inh,13%,7%,-2%,2%,5%,-2%
ELG1 DNA repair,11%,3%,-24%,5%,-20%,11%
MBNL1-CUG inh,4%,.,?,-2%,4%,6%

Continued; the last three above are carried over.
4	Cc1cccc(C(CC(=O)O)n2cccc2)c1 (stereo not given)
5	COc1ccc(S(=O)(=O)N(C)CC(=O)Nc2ccccc2C(F)(F)F)cc1Cl
6	COC(=O)C1C(=O)C2=C(CC1C)Nc1ccccc1NC2c1ccc(C)s1 (stereo not given)
7	CCC(=O)Nc1cccc(-c2cnc3ccccc3n2)c1
8	Cc1ccc(C)c(SCC(=O)OC/C(O)=C(\C#N)c2nc3ccccc3[nH]2)c1
9	O=C(NCc1ccco1)/C(=C\C=C\c1ccccc1)NC(=O)c1ccccc1Br
10	COc1cccc(CNC(=O)CN2C(=O)COc3ccc(S(=O)(=O)N4CCCCC4)cc32)c1
11	O=C(c1ccccc1[N+](=O)[O-])N1CC2C3C=CC(C3)C2C1 (stereo not given)
12	COc1ccc(N2CCN(C(=O)COC(=O)c3c(-c4ccccc4)noc3C)CC2)cc1

Compound,4,5,6,7,8,9,10,11,12
Rab9 prom act,-4%,2%,-2%,?,0%,2%,-3%,-1%,10%
FLuc counter,1%,5%,1%,19µM*,-10%,27µM*,-6%&-10%,-1%,.
NPC1 prom act,-2%,0%,-4%,?,0%,-1%,1%,-1%,-2%
VP16 counter,-6%,-6%,3%,?,?,-9%,4%,-13%,.
PKM2 activator,0%,-2%,-7%,6%,-1%,6%,.,1%,.
Mito fusion act,-1%,-2%,3%,3%,-1%,-7%,.,3%[9.22 µM],8%
KCNH2 3.1 block,-13,-7,5,-6,-26,-20,2,3,4
RORg inh,1%,4%,6%,27%,10µM*,8%,17%,8%,.
Menin-MLL TR inh,2%,5%,-2%,-8%,?,?,.,7%,.
ELG1 DNA repair,5%,-20%,11%,?,?,23µM*,3%,8%,?
MBNL1-CUG inh,-2%,4%,6%,?,14%,?,-1%,11%,.

13	CC(C)C[C@H](NC(=O)NC(C)C)C(=O)O
14	CC1(C)CC(C)(O)P(=O)(c2ccccc2)O1 (stereo not given)
15	O=C(NNC(=O)C12CC3CC(CC(Cl)(C3)C1)C2)c1csc(N2CCOCC2)n1
16	Cc1ccc(S(=O)(=O)N2CCC(C(=O)NCCCn3ccnc3)CC2)cc1
17	CC1Cc2ccccc2N1C(=O)c1cnsn1 (stereo not given)
18	Cc1cc([N+](=O)[O-])nn1CCCC(=O)Nc1cc(Oc2ccccc2)cc([N+](=O)[O-])c1

Compound,13,14,15,16,17,18
Rab9 prom act,-1%,-3%,6%,2%,-7%,-3%
FLuc counter,1%,10%,0%,0%,-4%,-1%
NPC1 prom act,0%,-1%,1%,2%,0%,-1%
VP16 counter,8%,-5%,1%,4%,-11%,-4%
PKM2 activator,7%,1%,-10%,-7%,4%,-2%
Mito fusion act,3%[9.22 µM],2%,3%,2%,9%,6%
KCNH2 3.1 block,8,2,19,-2,-10,-5
RORg inh,7%,-12%,-23%,6%,7%,37%
Menin-MLL TR inh,?,?,.,.,.,?
ELG1 DNA repair,6%,16%,1%,7%,11%,?
MBNL1-CUG inh,-2%,-3%,-12%,0%,-2%,-5%

19	O=C(C1=NN[C@@H]2C(=O)N(Cc3ccccc3)C(=O)[C@H]12)c1ccc(F)cc1
20	COc1ccc(OCC2NCCc3cc(OC)c(OC)cc32)cc1 (stereo not given)
21	COc1ccc(C(=O)NC(=S)Nc2ccc(Cc3ccncc3)cc2)cc1
22	OCCC1CN(Cc2ccc(Oc3ncccn3)cc2)CCN1CCc1ccccc1 (stereo not given)
23	COc1ccc(C2(O)CCN(Cc3nnnn3Cc3ccc(C)cc3)CC2)cc1
24	CC(C(=O)N1CCCCC1)N1C(=O)c2ccccc2C1=O (stereo not given)

Compound,19,20,21,22,23,24
Rab9 prom act,-8%,2%,-2%,10%,2%,13%
FLuc counter,-2%,4%,-12%,-4%,0%,1%
NPC1 prom act,-1%,0%,-6%,9%,1%,-2%
VP16 counter,-7%,-5%,?,3%,1%,3%
PKM2 activator,0%,1%[0.46 µM],0%,0%,12%,-2%
Mito fusion act,2%,-4%,-8%,2%,0%,-1%
KCNH2 3.1 block,-2,17,6,-3,-2,4
RORg inh,-3%,6%,?,20%,1%,1%
Menin-MLL TR inh,.,-1%,-19%,3%,-16%,0%
ELG1 DNA repair,4%,14%,?,?,-17%,15%
MBNL1-CUG inh,18%,-5%,3%,13%,-3%,10%

25	COc1ccc(C(=O)NC(=S)N2CCCC2)cc1
26	Cc1ccc(OCc2nnc(NC(=O)OCC(C)C)s2)cc1
27	N#Cc1nc(-c2cccc(Cl)c2)oc1NCc1cccnc1
28	COc1cc(OC)c2c(C)cc(=O)oc2c1C(CCN1CCN(c2ccccc2)CC1)c1ccc2c(c1)OCO2 (stereo not given)
29	COc1ccc(-c2[nH]ncc2CN2CCC(O)(c3ccc(Cl)cc3)CC2)cc1
30	C/C(=N\Nc1nc(-c2cc(C)ccc2C)cs1)c1cc2c(ccc3ccccc32)oc1=O

Compound,25,26,27,28,29,30
Rab9 prom act,0%,-4%,0%,0%,-40%[inhibitor],-2%
FLuc counter,3%,5%,-15%,-1%,0%,-1%
NPC1 prom act,4%,-2%,12%,-5%,-31%[inhibitor],-5%
VP16 counter,-12%,5%,-2%,3%,-4%,-19%
PKM2 activator,3%,-1%,-4%,-3%,-5%,10%
Mito fusion act,0%,-2%,14%,-21%,-3%,-3%
KCNH2 3.1 block,0,8,-2,-103*,-70*,-4
RORg inh,-21%,14%,24%,9%,2%,?
Menin-MLL TR inh,.,12%,0%,.,.,?
ELG1 DNA repair,3%,7%,0%,?,?,1%
MBNL1-CUG inh,?,1%,11%,-3%,2%,?

31	O=C(COC(=O)c1nc(Cl)ccc1Cl)Nc1ccc(Cl)cn1
32	CCC(C)[C@H](NC(=O)NCCCn1ccnc1)C(=O)OC (stereo not given in full)
33	CCOC(=O)c1c(C)[nH]c(C)c1C(=O)COC(=O)c1cc2ccccc2cc1OC
34	O=C(OCc1ccccc1)c1ccc2c(c1)-c1ccccc1C2=O
35	CCc1nnc(SCC(=O)NC2CCCC2)nc1CC
36	NC(=O)COc1cccc(/C=N/NC(=O)c2ccc(-n3cccc3)cc2)c1
37	CC1CN(CC(O)COCc2ccc3c(c2)OCO3)CC(C)O1 (stereo not given)
38	CCC(C)NC(=O)c1cc(Cl)c(NC(=O)C2=C(C)OCCS2)cc1OC (stereo not given)

Compound,31,32,33,34,35,36,37,38
Rab9 prom act,-4%,-4%,-4%,?,1%,-7%,1%,-5%
FLuc counter,0%,-2%,-8%,?,0%,-1%,0%,?
NPC1 prom act,6%,-4%,-4%,?,-1%,-7%,3%,-6%
VP16 counter,.,-3%,0%,-8%[0.365 µM],-4%,2%,-1%,8%
PKM2 activator,.,-1%,1%,1%,-2%,-9%,-2%,.
Mito fusion act,-2%,1%,19%,26%,-1%,-8%,14%,13%
KCNH2 3.1 block,-14,2,12,-16,-12,21,2,-8
RORg inh,.,1%,?,1%,-25%,-11%,-8%,0%
Menin-MLL TR inh,.,9%,6%,1%,-12%,.,6%,?
ELG1 DNA repair,8%,2%,?,?,-1%,15%,1%,-11%
MBNL1-CUG inh,.,.,.,8%,-1%,-15%,-5%,-1%

High-throughput results from PubChem BioAssay.
